PG9 Ab binder = small molecules binding HIV-1 gp120 antibody PG9. inhibition, % at 6.7 µM. actives 0.43% (n = 360,000). AID 624416. TR-FRET gp120-PG9 antibody binding; in the data active = inhibition above about 8.5%
HTRA1 inhibitor = blocks human HTRA1 serine peptidase; inhibition, % at 5.96 µM; actives 0.5% (n = 340,000); recombinant HTRA1, FP-rhodamine activity-based probe, fluorescence polarization; Q92743; in the data active = inhibition above about 36%;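 note: 0% = enzyme with DMSO and 100% = wells lacking enzyme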
PRMT1 FP inh = blocks human protein arginine methyltransferase 1; recombinant PRMT1, activity-based probe fluorescence polarization; inhibition, % at 2.79 µM; actives 1.3% (n = 370,000); AID 652257;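 active = inhibition above about 21% made by adding two undisclosed values, limit read from the data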
TCR-CD3 inh = human TCR-CD3 binding inhibition; TAMRA-labeled TCR probe fluorescence, biochemical; actives 0.37% (n = 360,000); inhibition, % at 9.4 µM; in the data active = inhibition above about 19%;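 note: recombinant mutant TCR 2C K166C tagged with TAMRA read by polarization; 0% = receptor in buffer alone and 100% = receptor with positive control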
NR1D1 modulator = modulates human Rev-erb alpha binding to DNA; P20393; Rev-erbα–FITC-DNA binding, fluorescence polarization, 90 min; activity, % at 10 µM; actives 0.79% (n = 370,000);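 active = activity above about 14%, limit read from the data; passing the limit was not always enough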;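 note: 0% = DMSO wells with 35 nM protein and 100% = DMSO wells with 750 nM protein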
UHRF1 binding = UHRF1 methyl-DNA binding inhibition. Q96T88. UHRF1 binding to methylated oligo, TR-FRET. inhibition, % at 4.4 µM. actives 0.75% (n = 370,000); in the data active = inhibition above about 21%;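 note: UHRF1 SRA domain binding a hemimethylated CpG hairpin DNA probe; 0% = median of test compound wells and 100% = reference inhibitor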
LEDGF integ inh = blocks HIV-1 LEDGF/p75-dependent DNA integration; TR-FRET IN-LEDGF/p75 DNA integration, Eu/Cy5; inhibition, % at 3.7 µM; actives 0.64% (n = 370,000); AID 743269;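 active = inhibition above the screen-wide mean plus 3 SD, cut at about 13% in these data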;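 note: signal is the Cy5 over europium emission ratio at 671 and 618 nm; 0% = plate median of compound wells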
MBD2 DNA inh = inhibitors of human MBD2 binding to methylated oligonucleotide | Q9UBB5 | inhibition, % at 4.4 µM | actives 0.31% (n = 370,000) | AID 686964 | TR-FRET; in the data active = inhibition above about 13%
Target sequence (Q9UBB5 whole entry, looked up): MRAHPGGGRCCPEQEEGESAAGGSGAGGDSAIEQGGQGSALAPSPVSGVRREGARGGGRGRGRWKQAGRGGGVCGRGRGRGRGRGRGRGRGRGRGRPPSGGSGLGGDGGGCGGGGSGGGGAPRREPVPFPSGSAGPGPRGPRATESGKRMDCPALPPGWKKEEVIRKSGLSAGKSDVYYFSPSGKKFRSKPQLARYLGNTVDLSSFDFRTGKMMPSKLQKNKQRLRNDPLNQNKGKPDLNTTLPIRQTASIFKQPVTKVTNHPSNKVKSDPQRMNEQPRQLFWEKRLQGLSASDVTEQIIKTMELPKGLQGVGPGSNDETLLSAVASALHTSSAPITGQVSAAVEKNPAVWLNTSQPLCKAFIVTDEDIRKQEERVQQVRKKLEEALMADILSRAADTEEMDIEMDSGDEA
rCAG binder = molecules binding r(CAG) RNA repeats | actives 1.3% (n = 370,000) | inhibition, % at 3 µM | r(CAG) RNA repeat, TO-PRO-1 dye displacement fluorescence;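 active = inhibition above the plate cutoff, the mean of all test compounds on that plate plus 3 SD, cut at about 35% in these data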;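 note: 0% = DMSO alone and 100% = 100 µM mitoxantrone as full dye displacement; higher means more dye released from RNA so lower well fluorescence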
mABHD4 FP = ABHD4 (mouse) inhibition, primary FP screen. actives 0.54% (n = 370,000). inhibition, % at 8.92 µM. AID 720543. Q8VD66. purified mABHD4, FP-Rh probe fluorescence polarization;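 active = inhibition exceeding the mean over every tested compound plus 3 SD, cut at about 30% in these data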;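 note: 0% = plate median of compound wells and 100% = S159A mutant with DMSO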
Target sequence (Q8VD66 whole entry, looked up): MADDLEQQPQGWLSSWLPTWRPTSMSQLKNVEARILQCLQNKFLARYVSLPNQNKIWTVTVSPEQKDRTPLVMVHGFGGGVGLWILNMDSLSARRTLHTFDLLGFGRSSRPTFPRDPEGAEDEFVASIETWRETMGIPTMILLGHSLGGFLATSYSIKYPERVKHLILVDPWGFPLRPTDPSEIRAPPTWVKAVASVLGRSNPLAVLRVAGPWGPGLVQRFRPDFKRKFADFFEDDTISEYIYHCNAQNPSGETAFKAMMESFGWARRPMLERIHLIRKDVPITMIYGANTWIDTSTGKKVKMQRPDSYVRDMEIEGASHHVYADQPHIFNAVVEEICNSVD
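Assay system: mouse ABHD4 enzyme, wild type / Also added: fluorescent activity-based probe FP-Rh / Doses: single nominal dose of 8.92 µM, 0.89% DMSO final / Timing: 45 min compound pre-incubation plus 60 min probe step, 25 °C / Signal: FP readout, ex 525 nm / em 598 nm / Control set: S159A mutant/DMSO as 100%, compound-well median as 0%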
Numbers without * were called inactive; . = no result given.

SMILES	PG9 Ab binder	HTRA1 inhibitor	PRMT1 FP inh	TCR-CD3 inh	NR1D1 modulator	UHRF1 binding	LEDGF integ inh	MBD2 DNA inh	rCAG binder	mABHD4 FP
COc1cccc(N2CC(C(=O)Nc3nnc(SCC(=O)c4ccccc4)s3)CC2=O)c1 (configuration not stated)	-1.2	-24	0	-1	1	1	0	4	14	-5
O=C(N/N=C/c1ccccc1[N+](=O)[O-])c1ccc(CN2CCOCC2)cc1	-0.7	1	1	1	-4	-1	-2	-4	-4	-5
CCc1ccc(-c2csc(NC(=O)C3=NN(c4ccccc4)C(=O)CC3)n2)cc1	-1.0	9	-2	1	5	-4	5	-2	8	2
Cc1cccc(NC(=O)C2SC(=Nc3c(C)cccc3C)C(C(=O)N3CCOCC3)=C2N)c1 (configuration not stated)	-0.1	-2	2	2	3	-1	2	-3	3	-6
O=C(CCCN1C(=O)c2cccnc2Oc2ccc(Cl)cc21)N1CCCCC1	-1.4	2	-1	-7	-4	-1	1	0	-6	4
COc1ccccc1C(=O)NCCC(=O)N(Cc1ccco1)Cc1cccs1	2.1	8	1	-10	6	0	2	2	-2	6
O=c1[nH]c2ccc(Cl)cc2c(O)c1-c1ccccc1	-0.5	2	-3	0	0	3	0	3	-1	-1
CCCCn1c(SCC(=O)Nc2cc(C)on2)nc2c1c(=O)n(C)c(=O)n2C	-0.9	-1	0	8	3	5	-4	4	-1	4
O=C(Cn1ccc(NC(=O)OCc2ccccc2)nc1=O)NCCCn1ccnc1	1.8	2	-2	-7	-7	-2	2	-4	0	-1
O=C(O)c1cccc(NC(=O)c2cn(-c3ccccc3)nc2-c2cccc(Br)c2)c1	-0.9	-92	-2	4	5	0	6	2	87*	-108
COc1cccc(NC(=O)c2cc(-c3cccnc3)nc3c(Cl)cccc23)c1	-3.4	-13	-2	-1	4	-1	-2	-3	10	-1
CC(C)(Cc1cccc(CC(C)(C)C(=O)O)c1)C(=O)O	0.7	4	0	-1	0	2	3	8	3	0
CCCc1nn2c(=O)cc(COc3cccc(NC(=O)c4ccco4)c3)nc2s1	-1.1	-6	-3	4	2	-1	-1	-3	0	-5
COc1cnc(-c2ccccc2)nc1Oc1cccc(C)c1C	-0.4	-18	-2	-5	2	2	2	7	0	-18
CC(=O)N1CCOc2ccc(S(=O)(=O)N3CCC(C(=O)Nc4ccc(C)c(C)c4)CC3)cc21	2.1	-5	2	-11	-13	0	0	-8	1	0
Cc1ccccc1CSCCNS(C)(=O)=O	-1.0	-1	-1	-4	-3	0	2	-4	-1	4
Cc1ccc(-c2cnc3n2CCCCC3)cc1	0.4	-9	1	-4	3	3	3	3	-6	2
CCCCn1c(N)c(N(Cc2ccccc2OC)C(=O)CC2OC(=O)c3ccccc32)c(=O)[nH]c1=O (configuration not stated)	0.1	-6	8	-3	4	5	-1	1	-1	-14
O=C(CCc1nc2ccccc2c(=O)[nH]1)N1CCCc2ccccc21	1.9	5	9	-2	-5	-2	1	2	12	4
Cc1ccc(S(=O)(=O)N2CCC[C@H]2C(=O)OCC(=O)c2ccc3c(c2)NC(=O)CO3)cc1	-0.1	-1	-2	0	-3	-1	-1	1	3	3
C/C(=C\C(=O)Nc1cscc1C)C(=O)O	0.8	-4	1	7	-2	-6	1	2	1	2
COc1ccc(C(C(=O)NC(C)(C)C)N(CC2CCCO2)C(=O)CCC(=O)Nc2cc(C)on2)cc1 (configuration not stated)	1.2	4	1	-5	1	0	-1	3	-11	4
CCOc1ccc(S(=O)(=O)NCCC(=O)N2CC=C(c3ccccc3)CC2)cc1	1.1	-9	-3	5	-7	-2	0	-2	0	0
CC1=C(C(=O)Nc2ccc(C)cc2C)C(c2cccs2)NC(=S)N1 (configuration not stated)	-1.2	-2	6	-2	-1	-3	-2	1	11	-6
CCOc1ccccc1NC(=O)CSc1nnc(Cc2ccc(OC)cc2)c(=O)n1N	-0.7	-14	2	3	4	-1	2	-5	3	-1
COc1ccc(C(=O)N2CCCC(c3nc(-c4cccs4)no3)C2)cc1 (configuration not stated)	-1.9	-2	-3	2	-6	-2	6	-3	-8	-10
O=C(NC1CCCc2ccccc21)C1CCC(CNS(=O)(=O)c2cccc3nsnc23)CC1 (configuration not stated)	8.1	4	1	7	19	0	0	1	0	3
O=C1C2C3C=CC(C4CC34)C2C(=O)N1c1cc(Cl)ccn1 (configuration not stated)	2.2	4	5	-9	-4	10	7	10	-5	-12
CC1(C)Oc2ccc(C(=O)Nc3ccccc3)cc2N(CC#N)C1=O	-0.3	-9	1	-10	8	-2	0	-6	-2	1
CC(C)N=C1CC(C)(C)CC(=O)/C1=C(/O)CCCN1C(=O)c2ccccc2C1=O	-1.9	-2	0	2	10	-3	-4	-2	-10	3
CC(NC(=O)Cn1c(=O)oc2cc(S(=O)(=O)N3CCCC3)ccc21)c1ccccc1 (configuration not stated)	-1.6	1	-1	0	2	0	-3	1	2	2
CCOC(=O)c1c(NC(=O)c2ccoc2C)sc2c1CCC2	-0.5	-12	1	0	5	-3	3	0	10	-7
Cc1ccn(-c2n[nH]c(C)c2[N+](=O)[O-])n1	0.7	-2	0	0	4	-2	1	3	-2	4
O=C(CNc1ccc(F)cc1)N/N=C1\CCCc2ccccc21	-3.3	4	0	3	3	-2	-2	0	-4	0
CC(=O)Nc1ccc2c(c1)CCCC2=O	1.8	1	4	-10	2	3	-2	1	-1	1
COc1ccc(OCc2nc3ccc(S(=O)(=O)Nc4ccccc4Cl)cc3[nH]2)cc1	-0.8	-12	2	-8	0	0	-4	4	14	-4
COC(=O)C1CN(Cc2ccc(OC)cc2)CCS(=O)(=O)N1Cc1ccc(C(F)(F)F)cc1 (configuration not stated)	.	.	0	.	8	0	3	2	-1	-11
COc1ccc(-c2nc3n(c(=O)c2C#N)CCS3)cc1OC	-0.5	-3	-1	8	1	1	-2	1	4	-3
N#CC1=C(N)N(c2ccccc2)C2=C(C(=O)CCC2)C1c1ccsc1 (configuration not stated)	-4.8	28	15	8	-2	-4	3	-6	9	28
COc1cccc(CN2CC(C(=O)NCCCc3ccc(C)cc3)CCC2=O)c1 (configuration not stated)	2.3	-5	4	1	5	0	0	-4	-8	-7
O=C(O)CSc1nnc(-c2cccc(S(=O)(=O)N3CCOCC3)c2)n1-c1cccc(Cl)c1	-1.1	-1	0	2	-3	1	0	1	9	-1
CCc1ccccc1NC(=O)NC(C)c1ccc2c(c1)OCO2 (configuration not stated)	1.1	3	4	-3	0	2	0	-2	-4	-5
CC(=O)OCc1c(C)cc(C)c(/C=C(/C#N)C(N)=O)c1C	-0.4	2	-1	7	1	1	4	-2	-5	6
Cc1ccccc1OCCOC(=O)c1nc2nccc(C)n2n1	-0.1	-2	-1	5	-3	1	0	2	-4	6
COc1cc(Cl)c(C)cc1NC(=O)CSc1nnc(-c2cccnc2)n1Cc1ccco1	-1.2	-1	1	-3	3	-1	-1	4	1	-6
Cc1ccc2nc(-c3ccccn3)cc(C(=O)NC(C)C(C)(C)C)c2c1 (configuration not stated)	-0.2	-3	1	-12	2	-2	-4	1	-2	2
Cn1c(Cl)cnc1C(O)(c1ccccc1)c1ccccc1	1.5	6	2	-3	-1	3	-2	6	-5	-4
CCC(C)(C)NC(=O)CN(C(=O)CCC(=O)Nc1ccccn1)c1ccc2c(c1)OCO2	-1.6	2	4	1	-2	0	-2	2	-7	1
O=C(Nc1c2c(nn1-c1ccc(Cl)cc1)CS(=O)(=O)C2)C1CC1	-1.7	-3	-4	6	-1	1	2	5	0	-3
CC(=O)N(Cc1cccs1)C1CCOC(C)(C)C1 (configuration not stated)	1.5	11	4	-8	-7	11	0	6	0	-2

4 entries from above, sorted by count of non-hydrogen atoms, rising.
SMILES	PG9 Ab binder	HTRA1 inhibitor	PRMT1 FP inh	TCR-CD3 inh	NR1D1 modulator	UHRF1 binding	LEDGF integ inh	MBD2 DNA inh	rCAG binder	mABHD4 FP
CC(=O)N(Cc1cccs1)C1CCOC(C)(C)C1 (configuration not stated)	1.5	11	4	-8	-7	11	0	6	0	-2
Cn1c(Cl)cnc1C(O)(c1ccccc1)c1ccccc1	1.5	6	2	-3	-1	3	-2	6	-5	-4
CCc1ccccc1NC(=O)NC(C)c1ccc2c(c1)OCO2 (configuration not stated)	1.1	3	4	-3	0	2	0	-2	-4	-5
CCC(C)(C)NC(=O)CN(C(=O)CCC(=O)Nc1ccccn1)c1ccc2c(c1)OCO2	-1.6	2	4	1	-2	0	-2	2	-7	1

Next results.
SMILES	PG9 Ab binder	HTRA1 inhibitor	PRMT1 FP inh	TCR-CD3 inh	NR1D1 modulator	UHRF1 binding	LEDGF integ inh	MBD2 DNA inh	rCAG binder	mABHD4 FP
NC(=O)C1CCN(C(=O)CCC(=O)c2ccc(Br)cc2)CC1	0.5	-6	-4	0	-4	0	5	-2	6	-9
COc1ccc(CC(=O)NNC(=O)[C@@H]2CCCC[C@@H]2C(=O)O)cc1	-0.9	2	-2	2	3	-2	1	1	1	-1
COc1ccccc1C(=O)OCC#CCSc1nnc(-c2cccc3ccccc23)o1	-1.8	-26	3	3	2	-3	1	-5	8	-6
Cc1ccc(S(=O)(=O)N2[C@@H](Cc3ccccc3)CO[C@H]2CC(=O)c2ccccc2)cc1	-1.7	.	-7	9	3	-2	3	-4	4	0
O=C(O)c1cc2[nH]c3c(c2cc1Cl)CCCC3	0.7	7	3	0	-5	1	4	-2	-2	4
CCOC(=O)Cc1nnc(NC(=O)C(CC)Sc2nc(C)cc(=O)[nH]2)s1 (configuration not stated)	-1.1	1	0	2	3	-3	-1	4	7	-1
Cc1cccc(N2CCN(C(=O)c3ccncc3)CC2)c1C	0.5	5	-3	5	2	-3	5	-3	-5	-7
O=C(N/N=C/c1ccccc1C(F)(F)F)c1ccc(O)cc1	-1.4	-6	0	5	2	0	3	1	-3	-6
CCN(CC)S(=O)(=O)c1cccc(-c2nnc(SC(C)C(=O)NCCC3=CCCCC3)o2)c1 (configuration not stated)	-0.5	-21	-3	0	3	2	11	5	5	-4
O=C(Nc1ccc2c(c1)OCCO2)C1CCN(S(=O)(=O)c2ccccc2)CC1	-1.0	-7	-1	4	-4	1	-1	2	-2	3
C=CCn1c(NCc2ccccc2O)nc2ccccc21	-0.8	-5	-3	1	5	1	-4	2	-4	0
Nc1nnc(CSc2ccc(Cl)cc2)s1	0.7	16	0	-5	-2	2	2	-4	1	2
O=S(=O)(Nc1ccc(-c2ccc3nncn3n2)cc1)c1cccs1	0.9	-6	0	-5	-2	0	-3	0	4	6
COc1cccc(/C=N/NC(=O)c2ccc([N+](=O)[O-])cc2Cl)c1O	-2.8	6	-3	2	0	-2	-9	-2	8	14
Cc1ccc(O)c(C(CC(=O)NC2CCCCC2)c2ccccc2)c1 (configuration not stated)	-1.6	.	3	1	7	6	1	-1	-6	-4
Cc1ccc(C(=O)COC(=O)c2cccc(N3C(=O)c4c(C)nc5ccccc5c4C3=O)c2)cc1C	-1.1	7	-2	-2	2	-4	3	-7	9	-3
C=CCn1c(SC2CCOC2=O)nc2sc(C)c(C)c2c1=O (configuration not stated)	-2.8	-1	-2	3	-1	-2	0	1	-4	7
COC1C(=O)CCC2(CO2)C1(O)C1(C)OC1CC=C(C)C (configuration not stated)	-1.3	.	2	5	1	0	1	-6	-2	-1
Cc1ccc(CCNC(=O)C2CCC(=O)N2C(C)C)cc1 (configuration not stated)	-0.4	1	1	2	2	0	-1	4	-1	-10

A portion of the library. The share of hits here may be higher or lower than overall.
